From PubChem
Pf Dd2 growth = Plasmodium falciparum Dd2 growth inhibition | P. falciparum Dd2 growth, SYBR Green, 72 h | Potency, µM (top dose mostly 28.9 µM), for inactives: at the highest dose activity, negative = inhibition, actives largely listed as inhibitors | 4.3% of 120,000 active | AID 1347417; active = well fitted inhibition curve with a large enough effect; inconclusive = small, poorly fitted or top-dose-only effect; inactive = no such curve, though single readings can be large or run the other way;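 also: plate controls were DMSO vehicle for no effect and reference drug for full effect; nearly all actives have a fitted effect of over 65% in size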
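Infected erythrocytes (Dd2, 0.3% parasitemia, 2.5% hematocrit final) are added to compound in RPMI-1640/Albumax II medium, grown 72 h at 37C in low oxygen, then lysed with saponin/Triton-X containing SYBR Green and read by fluorescence.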
* hit, by the source's call; i = inactive; ? = inconclusive; & = joins results of further samples; [ ] = dose if it differs, or a comment. Potency is read from the fitted curve at half-maximal effect. An excerpt, so the mix of outcomes need not match the whole.

SMILES | Pf Dd2 growth
Cc1cccc(N2CCN(C(=O)c3nn(C)c4c3CS(=O)(=O)c3ccccc3-4)CC2)c1C | -7%
COc1cccc(-c2csc(CN3CCCC(C)(NC(C)=O)C3)c2)c1 (stereo not given) | ?
COc1cc(NC(=O)c2cnn(-c3cccc(F)c3)c2C2CCNCC2)cc(OC)c1OC | ?
COc1ccc(N2CC3=C(C2=O)C(c2ccc(O)c(OC)c2)NC(=O)N3C)cc1 (stereo not given) | 13%
O=C(Nc1ccccc1)N1CCn2c(nn(-c3ccc([N+](=O)[O-])cc3)c2=O)C1 | i
COc1cccc(CC(=O)N[C@@H]2CCC[C@@H](C(=O)NCc3cc(F)cc(F)c3)CC(=O)N(C)C2)c1 | ?
COCCNC(=O)NCCc1noc(C)n1 | 82%[activator]
Cc1cc(C(=O)N2C[C@@H](COCC3CC3)[C@H](c3ccncc3)C2)on1 | 7%
CC1=C[C@@H](CN2CCN(c3cnccn3)CC2)[C@H](C(C)C)C[C@H]1Cc1nnc(-c2cccnc2)o1 | ?
Cc1ccc(C)c(NC(=O)c2nn(C)c3c2CS(=O)(=O)c2ccccc2-3)c1 | -1%
CCN1c2cc(C(=O)N3CCN(c4ccc(OC)cc4)CC3)ccc2C(=O)N2CCCCC21 (stereo not given) | -10%
CC1CCc2onc(C(=O)N3CCN(c4cccc(Cl)c4)CC3)c2C1 (stereo not given) | 9%
CC(C)NS(=O)(=O)c1ccc2c(c1)nc(-c1ccc(-c3ccn[nH]3)o1)n2C(C)C | ?
O=C(Cn1c(=O)nc(-c2ccccc2)c2cc(Cl)ccc21)NCCc1ccccc1 | 118%[activator]
COc1cc(F)ccc1CN1CCCC12Cc1ccccc1CNC2=O (stereo not given) | -13%
CN(C)CC1(O)CCC2(CCN(C(=O)c3ccccc3)CC2)CC1 | i
CCSc1nc(=O)c2c(n1C)NC(=O)CC2c1ccc(O)cc1OC (stereo not given) | 19%
CN1CCN(c2ccc(-c3cc4c(ccn4C)c(C(=O)NCc4cnccn4)n3)cc2)CC1 | ?
Cc1cc(Cl)ccc1NS(=O)(=O)c1c(C(=O)N2CCC(C)CC2)c(C)n(C)c1C | 30%[activator]
Cc1cc(C(=O)N2CCCC(CCc3c(F)cccc3F)C2)nc(C)n1 (stereo not given) | ?
O=C(Nc1cccc(Cl)c1F)N1CCC(n2cnnc2C2CC2)C1 (stereo not given) | -29%
CN(C)c1ccc(NC(=O)CSC2=Nc3ccccc3C3=NC(CC(=O)NCc4ccccc4)C(=O)N23)cc1 (stereo not given) | 54%[activator]
COc1ccc(-c2noc(-c3ccc(N4CCCCC4)c([N+](=O)[O-])c3)n2)cc1 | 38%[activator]
Cc1ccccc1NC(=O)Cn1c(=O)n(-c2ccc(F)cc2)c(=O)c2c1cc(C)n2C | i
Cn1c2c(c(=O)n(C)c1=O)C(c1ccccc1[N+](=O)[O-])CC(=O)N2 (stereo not given) | 47%[activator]
Next entries.
SMILES | Pf Dd2 growth
COc1ccc(NC(=O)c2cccc3c2CCN3C(=O)Nc2ccc(F)cc2)cc1 | -12%
COCc1nc(C2CC(N)C2)cc(N2CCC(Cn3cccn3)CC2)n1 (stereo not given) | 2%
CN[C@@H]1[C@H](O)[C@H](CO)O[C@@H]1CNC1CCCCC1 | 7%[44.1 µM]
COCc1cc(C[C@@H]2CC[C@H](O)[C@@H](CNCc3cccc(OC)c3)O2)no1 | -3%[44.1 µM]
Cc1nc2c(c(-c3ccc(O)cc3)n1)CN([S+](=O)([O-])c1c(C)noc1C)CCC2 | i
O=S(=O)(Cc1ccccc1)N1CCC(OC2CCN(Cc3cccnc3)CC2)CC1 | 25%
Cc1nn2c(c1-c1ccccc1-c1ccccc1)N(C(=O)Cc1ccccn1)CCC2 | ?
Cc1ccc(C(=O)N2CCC(n3c(=O)[nH]c4ccccc43)CC2)cc1 | 1%[44.1 µM]
COCCc1noc(-c2ccccc2OC2CNC2)n1 | ?
Cc1noc(C)c1-c1cnc2[nH]cc(CC(=O)N3CCN(C)CC3)c2c1 | 32%[activator][44.1 µM]
Cc1nc2c3cccnc3nn2c(C)c1CCC(=O)NCc1ccccc1Cl | -21%
Cc1cc(Cl)ccc1NC(=O)N1CCCC(Cn2cnc3cccnc32)C1 (stereo not given) | ?
Cn1cccc1C(=O)N1CCC(N2C[C@H](O)C[C@H]2C(=O)NC2CCCCC2)CC1 | i
CNC(=O)N1CCC(Cc2noc(-c3ccncc3)n2)C1 (stereo not given) | 23%
O=C1CCCc2cc(S(=O)(=O)N3CCCC(C(=O)NCc4ccccc4Cl)C3)ccc2N1 (stereo not given) | -11%
Cc1sc2c(c1C)c(=O)n(CCc1ccccc1)c(=O)n2Cc1ccc(F)cc1 | ?
CN(C)C(=O)C1CN(C(=O)c2cc(F)ccc2F)CC12CCOCC2 (stereo not given) | 2%
Cc1cc(=O)n(CC(=O)N[C@@H]2CCOC[C@H]2Oc2ccccn2)nc1C | 7%
O=C(CCc1ccsc1)N1CCC2(CCCN(Cc3cccnc3)C2=O)C1 (stereo not given) | 4%
COCCN1CCOc2nc(-c3cc4ccccc4o3)ncc2C1=O | ?
COc1cccc(N2CC(C(=O)N3CCC(C(=O)N(C)C)C3)NC2=O)c1 (stereo not given) | 6%
Cc1nc(C(=O)N2CCCC(Cn3cc(-c4ccsc4)nn3)C2)cs1 (stereo not given) | -16%
c1cncc(-c2nc3ccncc3[nH]2)c1 | -17%&3%[44.1 µM]
O=C(NCc1ccc(Cl)cc1)c1cnc2sc(N3CCCCCC3)nn2c1=O | 31%[activator]
CCn1ccc(C(=O)N2CCC(c3cc(Cc4ccccc4)[nH]n3)CC2)n1 | -16%
Next results:
SMILES | Pf Dd2 growth
CCOC(=O)C1CCN(c2cc(C)nc3c(-c4ccccc4OC)c(C)nn23)CC1 | ?
OC[C@H]1C[C@@H](NCc2cccc(Cl)c2)[C@H](O)[C@@H]1O | -11%[44.1 µM]
COc1ccc(NC(=O)CC2=C3CCCCC3NC2=O)cn1 (stereo not given) | -2%
CCC1=C(C(=O)OC)C(c2ccccc2)N2C(CC(=O)NCC3CC3)=CSC2=N1 (stereo not given) | -3%
CCc1ccc(NC(=O)C2CCN(S(=O)(=O)c3cccc(-c4noc(C)n4)c3)CC2)cc1 | ?
CN(C)S(=O)(=O)c1ccc(C(=O)N(Cc2cccnc2)c2nc3c(F)cc(F)cc3s2)cc1 | i
CCOC(=O)c1ccccc1NC(=O)N(C(C)C)C1CCN(C(C)=O)CC1 | -8%
O=C(NCc1ccncc1)c1cn(C2CNC2)nn1 | -15%
Cc1ccc(-n2nc3c(N4CCCC(C(=O)NCCc5ccccc5)C4)nnc(C)c3c2C)cc1 (stereo not given) | ?
COc1cc(OC)cc(C(=O)N2CCCC3(C2)NC(=O)N(Cc2ccc(C)cc2)C3=O)c1 (stereo not given) | 2%
Cc1ccc(S(=O)(=O)N2CCN(C3CCN(CCC(C)C)C3=O)CC2)cc1Cl (stereo not given) | 4µM*
COCCc1nncn1C1CCN(C(=O)c2cccc(Br)c2)CC1 | -17%
CCOc1ccc(S(=O)(=O)N2CCN(C3(CC)CCN(S(C)(=O)=O)C3)CC2)cc1 (stereo not given) | i
CCC(C(=O)NCCC(C)C)N(C(=O)Cn1nnc(-c2ccc(C)cc2)n1)c1cccc(O)c1 (stereo not given) | i
O=C(CNC(=O)c1cnccn1)NC1CCCc2c1[nH]c1c(Cl)cccc21 (stereo not given) | -6%
Cc1ccc(C(=O)N2CCCC(n3cc(-c4nc(C(C)C)no4)nn3)C2)s1 (stereo not given) | ?
O=C(NC1CCCCC1)C1CN(S(=O)(=O)c2cc(F)ccc2F)CC12CCOCC2 (stereo not given) | ?
CC(C)(C)c1ccc(NC(=O)CSc2nnc3scc(-c4ccccc4)n23)cc1 | -24%
COc1ccccc1C(CC(=O)NCC(C)C)c1cn(C)c2ccccc12 (stereo not given) | i
O=C1CC2CCCC(C1)N2C(=O)c1ccc(Cl)cc1 | -28%[44.1 µM]
COc1cccc(CNC(=O)Cn2ccc3cc(S(=O)(=O)N4CCC(C)CC4)ccc32)c1 | 55%[activator]
Cc1ccc(CNC(=O)c2nnn3cc(-c4ccc(F)cc4)[nH]c(=O)c23)cc1 | -4%
Cn1nccc1CN1CCCC(c2nn(-c3ccc(Cl)cc3)c(=O)[nH]2)C1 (stereo not given) | -16%
COc1ccc(CCC(=O)N2CCC(Cc3nc(-c4ccc(OC)cc4)no3)CC2)cc1 | ?
COc1ccccc1C1NC(=O)c2n[nH]c(-c3cccs3)c21 (stereo not given) | i
Other entries
SMILES | Pf Dd2 growth
CCOC(=O)c1ccc(NC(=O)C(=O)NCCc2ccc(OC)cc2)cc1 | 14%
O=C(c1ccc2c(c1)CCN2S(=O)(=O)c1ccccc1)N1CCN(c2ccc(F)cc2)CC1 | -7%
c1coc(-c2ccnc3ncnn23)c1 | 3%
Nc1ncccc1CN1CCC2(CC1)CC(c1ccccc1)C(=O)N(C1CC1)C2 (stereo not given) | i
COc1cccc(OCc2nc(C(=O)N(C)Cc3cccnc3)co2)c1 | -9%
COC(=O)c1cn([C@H]2CO[C@H]3[C@@H]2OC[C@@H]3NC(=O)c2ccc(N(C)C)cc2)nn1 | i
CNC(=O)CC1CCOC2(CCN(C(=O)Cn3nc(C(F)(F)F)cc3C)CC2)C1 (stereo not given) | -4%
CCOc1ccc(NC(=O)c2cnc(N3CCCCC3)c3ccccc23)cc1 | -6%
CCCc1noc(-c2nc(-c3ccc4c(c3)OCO4)no2)n1 | i
CC(=O)N1CC2(CCN(Cc3ncccn3)CC2)CC1C(=O)O (stereo not given) | 6%
CN1C(=O)C(c2ccccc2)CC12CCN(C(=O)Cc1ccccc1)CC2 (stereo not given) | 5%
COc1ccccc1N1CCN([C@H]2[C@@H]3OC[C@@H](O3)[C@@H](NCc3ccco3)[C@@H]2O)CC1 | i
COc1cc(NC(=O)Cn2c(=O)n(Cc3ccccc3Cl)c(=O)c3cc(OC)c(OC)cc32)cc(OC)c1 | -15%
CCOC(=O)c1cnc2c(C(F)(F)F)cccc2c1Nc1cccc(C(=O)OC)c1 | 2.8µM*
COc1ccc(CCC(=O)NCc2nnc3c(-c4nc(C5CC5)no4)cccn23)cc1 | -4%
COc1ccccc1Cc1nc2ccccc2[nH]c1=O | 45%[activator]
Cc1c(-c2ccccc2)[nH]c2c(CNC(=O)C3=NN(C)C(=O)CC3)cc(Cl)cc12 | -26%
O=C(NCc1ccccc1)c1cccc(N2CCCS2(=O)=O)c1 | -19%
O=C([C@H]1C[C@H](Oc2cccnc2)CN1S(=O)(=O)c1ccc(F)cc1)N1CCOCC1 | -16%
Cn1nccc1CN1CCCC2(CN[S+](=O)([O-])c3ccccc3N2)C1 (stereo not given) | -11%
CCCN(CCC)C(=O)Cn1nnc2sc(-c3ccccc3)cc2c1=O | 22%
Cc1cc(C(=O)N2CC(C(=O)NCCc3ccncc3)C3(CCOCC3)C2)nn1C (stereo not given) | -13%
CC(C)CCN1CCc2[nH]nc(C(=O)N(C)C)c2C1 | 7%
O=C(c1cccnc1)N1CCC(N2C(=O)C(OCC3CC3)C23CCCCC3)CC1 (stereo not given) | ?
COC(=O)[C@@H](C)NC(=O)[C@H]1CN(S(=O)(=O)c2ccccc2)CCN1S(=O)(=O)c1ccccc1 | -8%
Further entries.
SMILES | Pf Dd2 growth
O=c1ncn(Cc2ccccc2)c2ccc(-c3ccccc3)nc12 | ?
COc1ccc2c(c1)c1c(c(=O)n(-c3ccccc3C)c(=O)n1CC(=O)NCc1ccc(C)cc1)n2C | i
CC(C)CC(=O)Nc1ccnn1C1CCN(C(=O)c2scc3c2CCCC3)CC1 | -27%
CCNC(=O)Nc1ccc(OCC(=O)NCc2ccc(C)cc2)nc1 | 5%
NCc1ccccc1-c1ccsc1 | ?
Cc1ccccc1[C@H]1[C@@H](C(=O)N(C)Cc2cccnc2)C[C@@](C)(C(=O)O)N1C | 6%
COc1ccc(-c2nnc([C@H]3CCN(Cc4ncc[nH]4)C3)o2)cc1 | i
COc1cccc(C2CCCN2C(=O)c2cn(Cc3ccc(F)cc3)nn2)c1 (stereo not given) | -8%
O=c1c2nc(NCc3ccccc3)ccc2ncn1Cc1ccccn1 | -20%[44.1 µM]
Cc1nc2ncccn2c1C(=O)N[C@H]1[C@H]2CCO[C@H]2[C@@H]1N(C)C | 6%
COCCn1c(C)cc(C(=O)N2CCC3(CC2)CC(O)CCO3)c1C (stereo not given) | 22%
COc1ccc(-n2ccnc2SCC(=O)Nc2ccc(F)cc2F)cc1 | i

A different layout for part of the listing above.
| SMILES | Pf Dd2 growth |
| --- | --- |
| CCCN(CCC)C(=O)Cn1nnc2sc(-c3ccccc3)cc2c1=O | 22% |
| Cc1cc(C(=O)N2CC(C(=O)NCCc3ccncc3)C3(CCOCC3)C2)nn1C (stereo not given) | -13% |
| CC(C)CCN1CCc2[nH]nc(C(=O)N(C)C)c2C1 | 7% |
| O=C(c1cccnc1)N1CCC(N2C(=O)C(OCC3CC3)C23CCCCC3)CC1 (stereo not given) | ? |
| COC(=O)[C@@H](C)NC(=O)[C@H]1CN(S(=O)(=O)c2ccccc2)CCN1S(=O)(=O)c1ccccc1 | -8% |
| O=c1ncn(Cc2ccccc2)c2ccc(-c3ccccc3)nc12 | ? |
| COc1ccc2c(c1)c1c(c(=O)n(-c3ccccc3C)c(=O)n1CC(=O)NCc1ccc(C)cc1)n2C | i |
| CC(C)CC(=O)Nc1ccnn1C1CCN(C(=O)c2scc3c2CCCC3)CC1 | -27% |
| CCNC(=O)Nc1ccc(OCC(=O)NCc2ccc(C)cc2)nc1 | 5% |
| NCc1ccccc1-c1ccsc1 | ? |
| Cc1ccccc1[C@H]1[C@@H](C(=O)N(C)Cc2cccnc2)C[C@@](C)(C(=O)O)N1C | 6% |
| COc1ccc(-c2nnc([C@H]3CCN(Cc4ncc[nH]4)C3)o2)cc1 | i |
| COc1cccc(C2CCCN2C(=O)c2cn(Cc3ccc(F)cc3)nn2)c1 (stereo not given) | -8% |
| O=c1c2nc(NCc3ccccc3)ccc2ncn1Cc1ccccn1 | -20%[44.1 µM] |
